TbHK1 inh = T. brucei hexokinase 1 inhibition; AID 1430; actives 0.11% (n = 220,000); inhibition, % at 10 µM; recombinant TbHK1, G6PDH-coupled NADH A340;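 active = inhibition of 50% or more in the single-dose primary screen; inactive = inhibition below 50%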
FXIIa inh 1536 = inhibitors of human coagulation factor XIIa; P00748; purified FXIIa, Boc-QGR-AMC fluorogenic substrate, 2 h; inhibition, % at 5 µM; actives 0.3% (n = 220,000); AID 800; in the data active = inhibition above about 40%;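 note: 0% = enzyme with no compound and 100% = blank without enzyme; many of its hits are not listed in these tables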
TNF necrop inh = inhibitors of TNF-alpha induced necroptosis in Jurkat FADD-/- cells; activation (protection from cell death), % at 10 µM; Jurkat FADD-/- TNF necroptosis rescue, ATP luminescence, 24 h; 0 = TNF only, 100 = no-TNF cells; actives 0.068% (n = 220,000);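 active = activation, meaning protection from cell death, of at least 50% relative to plate controls; inactive = activation below 50%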;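 note: necroptosis triggered by 40 ng/mL TNF-alpha added together with compound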
L929 necroptosis = L929 zVAD cell death inhibition | L929 zVAD necroptosis rescue, ATP luminescence, 24 h; with zVAD 60 µM | viability rescue, % at 10 µM | actives 0.38% (n = 220,000) | AID 1377;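 active = activation, scaled between plate controls, above about 75%, limit read from the data; inactive = activation under that limit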;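 note: 0% = zVAD with DMSO and 100% = DMSO alone without zVAD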
Wee1 stabilizer = blocks degradation of human Wee1 kinase | P30291 | HeLa Luc-Wee1K328M stability, luciferase luminescence; 100% = proteasome inhibitor MG132 effect | reporter increase, % at 5 µM | actives 1.2% (n = 220,000) | AID 1321;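 active = activation above the mean of all tested compounds plus 3 SD, set per screening run, cut at about 8.8% in these data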;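 note: cells exposed to compound for 20 h before luminescence read; 0% = DMSO alone and 100% = MG132 at 30 µM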
Target sequence (P30291 whole entry K328M): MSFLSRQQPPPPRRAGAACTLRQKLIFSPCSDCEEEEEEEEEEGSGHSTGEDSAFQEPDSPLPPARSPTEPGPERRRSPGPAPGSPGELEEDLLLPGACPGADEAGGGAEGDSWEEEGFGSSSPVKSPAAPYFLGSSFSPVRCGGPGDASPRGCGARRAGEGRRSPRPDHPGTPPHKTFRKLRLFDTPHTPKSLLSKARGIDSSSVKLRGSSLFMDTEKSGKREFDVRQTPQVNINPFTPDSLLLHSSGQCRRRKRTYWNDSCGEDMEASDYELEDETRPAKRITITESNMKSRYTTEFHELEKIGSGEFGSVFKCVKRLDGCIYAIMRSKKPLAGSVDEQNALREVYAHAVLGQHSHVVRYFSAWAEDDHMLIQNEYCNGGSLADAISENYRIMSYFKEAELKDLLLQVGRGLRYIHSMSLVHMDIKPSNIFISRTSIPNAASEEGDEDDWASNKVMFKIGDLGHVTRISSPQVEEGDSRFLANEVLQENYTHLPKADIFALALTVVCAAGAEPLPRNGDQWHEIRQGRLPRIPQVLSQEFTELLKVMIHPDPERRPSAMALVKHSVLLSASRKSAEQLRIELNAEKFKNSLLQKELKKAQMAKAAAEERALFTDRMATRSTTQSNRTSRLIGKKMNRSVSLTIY
CHOP inhibitor = CHOP inhibition in unfolded protein response | CHO-K1 CHOP-promoter luciferase, tunicamycin-induced, 15-18 h | inhibition, % at 10 µM | actives 3.8% (n = 220,000);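 active = compounds that reduced the stress-induced luciferase reporter signal by more than about 70% of percent inhibition, limit read from the data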;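 note: 0% = tunicamycin plus vehicle and 100% = wells without tunicamycin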
EP2 antag = EP2 receptor (human) inhibition; P43116; C6 glioma cells expressing human EP2, cAMP TR-FRET; cells stimulated with saturating PGE2; inhibition, % at 25 µM; actives 0.52% (n = 260,000);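 active = percent inhibition above 40 after rounding to a whole number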;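 note: rat C6 glioma host cells with rolipram phosphodiesterase inhibitor present; the protocol text gives 20 µM as final concentration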
Target sequence (P43116 whole entry, looked up): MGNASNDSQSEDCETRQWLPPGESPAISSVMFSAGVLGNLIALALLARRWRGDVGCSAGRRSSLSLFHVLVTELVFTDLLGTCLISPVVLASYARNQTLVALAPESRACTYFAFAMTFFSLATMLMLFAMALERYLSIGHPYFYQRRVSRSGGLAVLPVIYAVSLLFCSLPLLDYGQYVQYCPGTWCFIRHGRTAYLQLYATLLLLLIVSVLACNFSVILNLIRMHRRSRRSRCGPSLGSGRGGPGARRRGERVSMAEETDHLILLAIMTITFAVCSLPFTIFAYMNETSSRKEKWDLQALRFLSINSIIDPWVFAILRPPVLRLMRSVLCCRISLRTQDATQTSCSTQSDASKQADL
PPC-1+TRAIL kill = compounds killing PPC-1 cancer cells with TRAIL present (potentiator screen, no TRAIL-free arm); AID 1443; actives 0.41% (n = 220,000); PPC-1 cells + TRAIL, ATPLite viability luminescence; cell killing (% activity), % at 4 µM;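 active = cell killing above 50% in the first pass at 4 µM, then a duplicate retest at 5 µM averaging 50% or more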;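 note: plate controls were cells with TRAIL plus DMSO for no effect and medium-only wells lacking cells for full effect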
FXIa inh 1536 = inhibitors of human coagulation factor XIa | P03951 | purified FXIa, Boc-Glu-Ala-Arg-AMC fluorogenic substrate | inhibition, % at 5 µM | actives 0.14% (n = 220,000) | AID 798;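 active = inhibition of at least 40%; inactive = inhibition below 40%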;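 note: fluorescence of freed AMC excited at 355 nm; 0% = enzyme without compound and 100% = no enzyme blank; many of its hits are not listed in these tables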
* marks the source's active call; other numbers are inactive results; / = not tested or not shown; & = joins results of further samples. This is a subset; the hit share may differ from the screen's.

SMILES	TbHK1 inh	FXIIa inh 1536	TNF necrop inh	L929 necroptosis	Wee1 stabilizer	CHOP inhibitor	EP2 antag	PPC-1+TRAIL kill	FXIa inh 1536
N#CCCN(C(=O)COC(=O)c1cccc(S(=O)(=O)Nc2ccc([N+](=O)[O-])cc2)c1)c1ccccc1	-3	12	1.2	0.8	-1	-47	11	22	22
COc1cc(CC(=O)OCC(=O)NCC(C)C)cc(OC)c1OC	-5	13	0.3	2.5	-2	-4	6	-6	-2
CC1=C(CCN2CCN(C(C)C)C(CCO)C2)C(C)(C)CCC1 (stereo not given)	3	8	2.6	-0.8	-2	-5	3	11	-2
O=[N+]([O-])c1ccc(Oc2ccc(-c3cnc4ccccc4n3)cc2[N+](=O)[O-])cc1	-16	7	-0.6	1.2	-2	51	6	11	0
O=C(CSc1nnc(Cn2cnc3ccccc32)o1)c1ccccc1	2	-6	-1.2	-0.2	2	10	14	11	2
CC(C)C(=O)Nc1cccc(-c2cn3ccccc3n2)c1	10	10	0.2	0.3	1	3	8	-5	7
CCC1=NN(C(=O)COc2ccccc2)C(O)(c2ccc(Br)cc2)C1 (stereo not given)	13	12	3.3	-0.2	3	13	9	6	2
Cc1oc(C(C)(C)C)cc1C(=O)Nc1cccc(/C=C\C(=O)O)c1	6	9	2.5	1.0	1	-11	17	11	1
CCOc1cc(S(=O)(=O)n2c(C)nc3ccccc32)ccc1F	-4	10	-1.2	0.0	0	50	9	12	1
Cc1cc(C)c(NS(=O)(=O)c2ccc3c(c2)NC(=O)CC(=O)N3)c(C)c1	30	13	2.0	0.2	-3	2	2	22	4

Three compounds out of the list above, ordered by their value in FXIa inh 1536, highest first.
Compound,FXIa inh 1536
CC(C)C(=O)Nc1cccc(-c2cn3ccccc3n2)c1,7
CCC1=NN(C(=O)COc2ccccc2)C(O)(c2ccc(Br)cc2)C1 (stereo not given),2
Cc1oc(C(C)(C)C)cc1C(=O)Nc1cccc(/C=C\C(=O)O)c1,1

More structures follow.
SMILES	TbHK1 inh	FXIIa inh 1536	TNF necrop inh	L929 necroptosis	Wee1 stabilizer	CHOP inhibitor	EP2 antag	PPC-1+TRAIL kill	FXIa inh 1536
O=C1CCN(c2ncccc2[N+](=O)[O-])CC1	-1	9	0.8	0.0	-1	2	5	0	-1
CN(C)CCNC(=O)Nc1cccc(Cl)c1Cl	-2	9	-0.5	0.6	1	21	2	-12	1
O=C(COC(=O)[C@@H]1CCCN1S(=O)(=O)c1ccccc1F)Nc1ccc(OC(F)F)cc1	-3	7	0.7	-0.3	-1	14	2	13	5
Cc1cc(C)nc(N2CCC(C(=O)Nc3ccc4c(c3)CCC4)CC2)n1	-11	19	-0.7	-0.3	0	82*	7&12	3	-4
C=CCn1nc(-c2ccccc2)c(N2CCCCC2)cc1=O	-10	6	-2.3	1.0	-1	4	1	15	0
Oc1ccc(/C=N/Nc2nc(N3CCCC3)nc(N3CCCC3)n2)cc1O	-30	12	-1.5	61	4	-126	8	7	1
Fc1ccc(CN2CCCN(C(=S)Nc3ccc(F)cc3)CC2)cc1	-2	6	-1.0	0.6	0	6	-3	-11	6
CN(C)S(=O)(=O)c1cccc(-c2nn(-c3ccccc3)cc2/C=C(/C#N)C(=O)NCc2ccco2)c1	-4	6	-4.7	-0.2	1	-8	5	11	-4
COC(=O)c1cc(CSc2nnc(NC3CCCCC3)s2)oc1C	11	22	-3.7	0.3	0	29	7	3	6
COc1cccc(-n2c(=O)n(Cc3ccccc3)c(=O)c3[nH]cnc32)c1C	-6	6	-1.4	0.3	-2	-7	6	-4	0
CC1=C(C(=O)c2ccccc2)C(c2ccc(OC(F)F)cc2)NC(=S)N1 (stereo not given)	-13	-3	0.5	1.2	-4	-13	10	17	-4
COc1ccc(C2Nc3ccccc3C(=O)N2NS(=O)(=O)c2ccccc2)cc1 (stereo not given)	-10	8	-1.0	-0.8	2	2	3	-21	-1
O=C(Nc1ccccc1)c1ccc(OC(=O)c2cc3ccccc3o2)cc1	-5	3	-1.8	-0.3	4	21	13	-8	-9
N#Cc1ccc(OCC(=O)Nc2ccccc2NS(=O)(=O)c2cccs2)cc1	33	8	0.9	1.1	-1	43	7	18	-2
CCOCCOC(=O)c1ccc(NC(=O)c2cc(OC)c(OC)c(OC)c2Br)cc1	-10	7	1.4	0.7	1	13	14	11	-2
CC(=O)NC(Cc1ccccc1)C(=O)N1CCN(C(=O)c2cccs2)CC1 (stereo not given)	-4	11	-0.8	-0.9	-2	-10	6&24	18	3
Cc1nc2c(C)cccn2c1/C(O)=C1\C(=O)C(=O)N(CCN(C)C)C1c1ccco1 (stereo not given)	-23	2	0.2	0.8	0	8	6	-2	-1
S=C(Nc1ccc(Br)cc1Cl)N1CCC2(CC1)OCCO2	-5	4	-0.6	6.8	0	27	7	11	-2
COc1cc(CCCN2C(=O)C(=O)NC[C@@H]2Cc2ccc(O)cc2)cc(OC)c1OC	-5	7	2.5	0.0	/	8	9	22	-1
CC1=Nc2ccc(Br)cc2C(c2ccccc2)N1CC(=O)NN (stereo not given)	0	6	0.7	-0.5	0	25	7	12	3
CCOC(=O)COc1cccc2c(=O)n(CC(=O)NCc3ccc(F)cc3)ccc12	5	13	-17	-1.2	-1	-25	7	12	1
CC(C)NC(=O)Nc1cccc(Cl)c1	-4	-3	5.2	1.1	3	2	3	10	-6
N/C(=N\OC(=O)CCCN1C(=O)c2ccccc2C1=O)c1ccc(Br)cc1	2	/	-1.6	0.3	-1	/	8	/	/
COc1ccc2cc(-c3[nH]ncc3CN3C[C@@H]4CCC[C@H]3C4)ccc2c1	11	23	4.6	0.0	-4	-6	9	19	1
O=C(c1ccco1)N1CCN(c2ncnc3c2nnn3Cc2ccccc2Cl)CC1	1	15	-2.1	/	-1	9	11&11	4	9
COc1ccc(S(=O)(=O)n2nc(-c3cc(OC)c(OC)c(OC)c3)cc2N)cc1OC	-6	12	-1.1	20	1	-30	9	12	0
O=C1OC(C(=O)O)Cc2ccccc21 (stereo not given)	0	7	0.2	-0.8	1	5	8	-4	-4
Nn1c(SCC(=O)NC(=O)NCc2ccccc2)nnc1C1CC1	0	-8	-2.5	0.9	6	-15	0	28	-10
CCOC(=O)Nc1ccc2c(c1)N(C(=O)CN1CCN(C)CC1)c1ccccc1S2	4	-2	1.1	-0.8	1	-15	5	12	0
COc1ccc2c(c1)OCC1=C2CCC2(C)C(=O)CC=C12 (stereo not given)	-15	26	-1.3	-0.2	-2	-71	/	0	17
CCOc1ccc(-c2nnn(CC(=O)c3ccc4c(c3)OCCO4)n2)cc1	1	-4	-0.1	-0.1	-2	-15	13&5	0	-8
O=C(c1ccco1)N1CCN(Cc2cccc(F)c2)CC1	11	17	-1.5	0.1	2	17	12	-34	0
CC(C)COC(=O)NCC12C=CC(O1)C1C(=O)N(c3ccc(Cl)cc3)C(=O)C12 (stereo not given)	-1	0	2.8	0.4	-3	5	19	-10	5
Cc1ccc(CSCCNS(C)(=O)=O)cc1	-2	-2	-0.5	0.1	-1	-11	8	-6	-11
O=C(N1CCN(c2ccccn2)CC1)C(Cl)(Cl)Cl	1	12	0.4	-0.2	1	2	7	31	7
NNC(=O)c1ccc(Cn2cc(Br)c(N)n2)cc1	-12	2	3.6	0.6	8	11	14	-1	6
Clc1ccccc1-c1ccc(/C=N/Nc2nncc(-c3ccccc3)n2)o1	0	2	0.2	1.9	-4	57	4	-17	0
Cc1ccc(-c2csc(NC(=O)C3CC(=O)N(Cc4ccco4)C3)n2)cc1 (stereo not given)	-4	0	1.6	2.1	-3	22	4	10	-4
c1ccc(NCCCNc2ccccc2)cc1	5	10	-2.1	/	-1	13	8	5	-3
CCc1cc(C(=O)OC)c(NC(=O)CC2NCCNC2=O)s1 (stereo not given)	-4	21	-1.5	0.0	2	2	4	18	4
O=C(Nc1ccc(F)cc1F)c1cc(=O)n(-c2ccccc2)c(=O)[nH]1	-3	3	0.8	1.7	-1	9	7	23	0
CN(C)c1cccc(C(=O)NCc2ccc(Cl)cc2)c1	-6	7	0.3	0.7	-3	19	5	-4	1
Fc1ccc(-c2cc(C(F)(F)F)nc(-n3cccn3)n2)cc1	-4	12	-4.3	-0.1	-4	45	2	-10	6
COCCNC(=O)c1ccc(C)cc1C	-1	6	-0.2	1.7	-1	13	3	7	-4
O=C(Cc1ccc([N+](=O)[O-])cc1)N/N=C/c1ccco1	-17	6	0.4	-0.8	0	11	3	20	-3
Cc1ccc(Cn2ncc3c(N4CCN(Cc5ccc(Cl)cc5)CC4)ncnc32)cc1	0	14	-7.9	-0.2	0	79*	/	-4	7
Cc1ncc([N+](=O)[O-])n1Cc1ccc(F)cc1	-4	6	0.9	-0.5	-2	26	4	13	5
O=C(c1cccc(C(=O)N2CCN(c3ccc(F)cc3)CC2)c1)N1CCN(c2ccc(F)cc2)CC1	-10	12	-6.2	0.1	-3	/	7	21	5
COc1ccc(C2CC3(O)CC(C#N)(C(=O)N3)C2(C#N)C#N)cc1 (stereo not given)	-7	2	0.1	0.9	-1	0	2	29	-12
CCN(CC)S(=O)(=O)c1ccc(C)c(NC(=O)Cn2c(=O)cnc3ccccc32)c1	-14	0	2.8	1.9	0	6	4	4	-3
(listing goes on)
SMILES	TbHK1 inh	FXIIa inh 1536	TNF necrop inh	L929 necroptosis	Wee1 stabilizer	CHOP inhibitor	EP2 antag	PPC-1+TRAIL kill	FXIa inh 1536
CCOC(=O)c1[nH]c(CO)c(C(=O)OCC)c1C	-6	2	-1.4	1.2	2	7	9	19	3
Cc1ccc(C(C(=O)NC2CCCC2)N(Cc2cccs2)C(=O)c2csnn2)o1 (stereo not given)	-9	18	-1.0	0.2	-2	-21	15	/	12
N=C1SCC(=O)N1c1nc(-c2ccccc2)cs1	-4	12	-1.9	0.0	-1	-39	18	4	1
COc1ccc(C2CC(c3cccs3)=NN2C(=O)CSc2nncs2)cc1OC (stereo not given)	-3	4	-0.8	-0.3	1	22	15	0	-8
CC(=O)Nc1ccc(C(=O)N/C(=C/c2ccccc2)C(=O)Nc2cccc(C(=O)O)c2)cc1	-7	5	0.6	0.5	3	5	3	-4	-6
O=S(=O)(NCCC1CC1(Cl)Cl)c1ccccc1 (stereo not given)	-1	1	1.6	0.0	-1	14	8	20	7
Cc1ccc2nc(Cl)c(C#N)cc2c1	-2	8	0.1	2.9	0	25	9	-9	-3
Cc1nc2sc3c(c2c(=N)n1N)CC(C)(C)OC3	1	4	-2.3	-0.3	1	2	9	13	7
COc1ccc(F)cc1S(=O)(=O)NC1CC(C)(C)NC(C)(C)C1	0	3	-0.1	0.0	1	8	1	20	4
N#Cc1c(-c2ccccc2)ccnc1Oc1ccccc1	-6	2	0.4	0.3	7	10	16	25	-3
COCCNC(=S)c1ccc(OC)cc1	3	-3	-0.8	-1.1	-2	-13	16	4	0
CCOC(=O)c1[nH]c2cc(OC)c(OC)cc2c1NC(=O)CN(C)C1CCCCC1	-31	-12	-3.6	-0.1	-3	/	7	6	-16
O=C(NC(=S)N1CCN(C/C=C/c2ccccc2)CC1)c1cccnc1	-7	7	5.3	-0.2	0	-21	4	8	2
O=c1c2cnn(-c3ccccc3)c2nnn1Cc1ccccn1	1	14	-1.8	-0.6	0	5	12	0	1
CCOC(=O)c1cn2c3c(c(F)c(F)cc3c1=O)SC(N1CCOCC1)=N2	-7	/	-3.9	-0.5	0	/	/	/	/
Cc1cc(NC(=O)Cn2nc(-c3ccccc3F)ccc2=O)ccc1-n1cnnn1	5	16	1.1	-0.4	-2	72*	6&9	5	4
CC(C)N1CCC(N2CCN(C/C=C/c3ccc(F)cc3)CC2CCO)CC1 (stereo not given)	-7	10	1.9	-0.1	-2	7	1	21	-2

Source: PubChem BioAssay (several laboratories)
